Screening data (PubChem)
OPRM1-OPRD1 inv: mu-delta opioid heterodimer inverse agonism; 340,000 tested, 0.21% active; inhibition, % at 9.3 µM; AID 504357; P35372+P41143; cell-based MOR-DOR heterodimer luminescence; in the data active = inhibition above about 22%, passing the limit was not always enough;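 also: 0% = cells with DMSO and 100% = wells without cells with DMSO; values of inactives mirror those of a sister screen read the other way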
PKA-R1A activ: activates the PKA-R1A holoenzyme complex; PKA-R1A dissociation, Cy5-IP20 fluorescence polarization; scaled: DMSO 0%, 113 µM cGMP 100%; activation, % at 11.4 µM; 340,000 tested, 0.083% active; AID 504707;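 active = percent activation above the mean of all tested compounds plus 3 SD, cut at about 19% in these data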;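 also: higher means more PKAc released from R1A so a rise in polarization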
SUMO Mot1 rescue: blocks SUMOylation pathway, rescuing yeast Mot1-301 growth; S. cerevisiae Mot1-301 growth rescue, ATP luminescence, 38.5C; percent above DMSO median, 100 means doubled; growth rescue, % at 18.8 µM; 320,000 tested, 1% active; AID 2716;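 active = every valid replicate shows activation above 250% relative to neutral control wells; inactive = the rest, any valid replicate at or below 250%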;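 also: OY570 slx delta 5 strain wells were the positive control but not used for scaling; some compounds called inactive have numbers as strong as hits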
Tat export inh: inhibitors of E. coli Tat protein transport; E. coli MC4100 TorA-mCherry Tat export, fluorescence; inhibition, % at 10 µM; 340,000 tested, 0.036% active; AID 488895;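 active = mean replicate inhibition at least 50% and at least half of replicates individually reaching 50%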;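 also: exported cargo escapes ClpAP degradation while cytoplasmic cargo is degraded and loses fluorescence; 0% = median of neutral control wells and 100% = median of NaSCN control wells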
phage Ecoli inh: E. coli growth loss with phage present; growth absorbance; inhibition, % at 11.9 µM; 360,000 tested, 0.26% active; in the data active = inhibition above about 11%
Ecoli viability: bacterial growth inhibition, counter-screen for AddAB inhibitors; AID 449728; E. coli V3065 growth, OD600 absorbance, 18 h; 330,000 tested, 0.27% active; inhibition, % at 11.9 µM;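 active = inhibition above the campaign's mean inhibition across all tested compounds plus 3 SD, cut at about 9.9% in these data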;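 also: uninfected addAB+ strain grown without phage in ampicillin broth; 0% = DMSO wells and 100% = ciprofloxacin 0.95 µg/ml wells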
MOR-DOR ag: OPRM1-OPRD1 heterodimerization agonism. activation, % at 9.3 µM. 340,000 tested, 0.3% active. cells, luminescence; in the data active = activation above about 18%;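 also: 0% = vehicle-treated cells and 100% = reference agonist; values of inactives mirror those of a sister screen read the other way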
Arr AP2 block: inhibitors of human beta-arrestin and AP2 interaction. FITC-arrestin peptide / GST-AP2 beads, flow cytometry; AP2 beta2 appendage carries R879A mutation. inhibition, % at 10 µM. 340,000 tested, 0.31% active;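 active = inhibition above a set limit, near 3 SD of compounds lacking own fluorescence, cut at about 54% in these data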;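 also: plate controls were DMSO wells for no effect and 5 µM unlabelled arrestin peptide for full effect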
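Assay system: GST-AP2 R879A bound to glutathione beads, E. coli-expressed; Medium: PBS with 0.05% Tween 20 and 0.1% BSA; Also added: fluorescein-tagged arrestin peptide at 50 nM final; Timing: 12 min plus 1 h, RT; Measured by: flow cytometry, FL1 (488/535 nm); Evaluation: percent drop in bead-associated FITC signal.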
PfHsp90 yeast 2: inhibits growth of yeast expressing Plasmodium falciparum Hsp90. AID 504621. S. cerevisiae expressing PfHsp90, BacTiter-Glo ATP, 48 h; yeast lacking PDR1 and PDR3 efflux regulators. 310,000 tested, 0.32% active. inhibition, % at 9.4 µM;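 active = every replicate shows inhibition above about 80%, whatever the replicate mean, limit read from the data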;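 also: 0% = DMSO neutral controls and 100% = 20 µM radicicol positive controls; yeast relying on Plasmodium falciparum Hsp90 in place of its own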
Pemphigus Ab inh: human desmoglein-3 autoantibody binding inhibition; DSG3-coupled beads, scFv-anti-DSG3-GFP binding, flow cytometry; active compounds read low; binding (percent of control), % at 10 µM; 310,000 tested, 0.48% active;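 active = binding more than 3 SD below its plate's average and above zero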;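 also: hits lower antibody fragment binding to DSG3; some compounds called inactive have numbers as strong as hits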
Target sequence (P32926 whole entry, looked up, the tested form may be a part): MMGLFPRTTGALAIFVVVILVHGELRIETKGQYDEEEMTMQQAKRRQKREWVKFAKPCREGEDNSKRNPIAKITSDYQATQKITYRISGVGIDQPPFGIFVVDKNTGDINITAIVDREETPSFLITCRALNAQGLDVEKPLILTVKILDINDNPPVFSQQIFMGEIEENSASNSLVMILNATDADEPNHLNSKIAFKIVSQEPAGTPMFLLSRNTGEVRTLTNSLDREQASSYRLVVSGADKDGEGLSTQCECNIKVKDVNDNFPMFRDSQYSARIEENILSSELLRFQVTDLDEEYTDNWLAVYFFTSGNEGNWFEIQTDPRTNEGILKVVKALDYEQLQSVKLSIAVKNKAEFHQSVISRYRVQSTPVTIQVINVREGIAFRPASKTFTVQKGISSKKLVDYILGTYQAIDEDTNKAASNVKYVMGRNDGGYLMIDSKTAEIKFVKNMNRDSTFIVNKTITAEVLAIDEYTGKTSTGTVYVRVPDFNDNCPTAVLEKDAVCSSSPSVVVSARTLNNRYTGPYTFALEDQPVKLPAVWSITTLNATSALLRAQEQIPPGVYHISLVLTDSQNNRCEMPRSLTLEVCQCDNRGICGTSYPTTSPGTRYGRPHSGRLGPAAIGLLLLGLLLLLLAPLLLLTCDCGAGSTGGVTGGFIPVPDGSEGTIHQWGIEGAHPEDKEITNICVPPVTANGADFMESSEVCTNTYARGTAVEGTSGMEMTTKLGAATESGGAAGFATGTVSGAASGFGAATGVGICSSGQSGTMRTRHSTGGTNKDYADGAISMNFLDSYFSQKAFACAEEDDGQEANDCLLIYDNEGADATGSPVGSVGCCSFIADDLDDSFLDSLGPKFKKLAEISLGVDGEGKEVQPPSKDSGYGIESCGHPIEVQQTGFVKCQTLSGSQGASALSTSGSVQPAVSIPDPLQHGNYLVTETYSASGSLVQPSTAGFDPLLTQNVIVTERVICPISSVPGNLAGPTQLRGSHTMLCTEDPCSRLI
AddAB inh: less growth of phage-infected E. coli with AddAB; E. coli expressing H. pylori AddAB, absorbance growth; 330,000 tested, 0.29% active; inhibition, % at 11.9 µM; in the data active = inhibition above about 12%;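 also: 0% = vehicle wells of infected cells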
An asterisk follows results filed as active; i = inactive; x = no result given. Random draw from the library; about 2.8% have a hit in one of these screens.

SMILES | OPRM1-OPRD1 inv | PKA-R1A activ | SUMO Mot1 rescue | Tat export inh | phage Ecoli inh | Ecoli viability | MOR-DOR ag | Arr AP2 block | PfHsp90 yeast 2 | Pemphigus Ab inh | AddAB inh
CCOc1ccc(C(C(=O)NCC2CCCO2)N(Cc2cccnc2)C(=O)c2snc(C(N)=O)c2N)cc1 (stereo not drawn) | -19 | 1 | x | -1 | 2.1 | x | 2.6 | 4 | -4 | 113 | x
Cc1ccccc1-n1nc(C(=O)O)c(C)c(C#N)c1=O | 11 | 3 | 6 | 1 | 2.2 | -2.6 | -1.9 | 9 | -20 | 104 | 0.5
CCOc1cc(N2CCOCC2)c(OCC)cc1NC(=O)C(NC(=O)c1ccco1)C(C)C (stereo not drawn) | 4 | -4 | 4 | -6 | 0.7 | -0.9 | -0.8 | 15 | -1 | 102 | 0.7
OC1(c2ccccc2F)CCN(Cc2nnc(-c3ccccc3)o2)CC1 | 11 | 1 | -8 | -7 | 1.3 | -0.1 | -1.9 | 23 | 24 | 103 | 1.5
NC1=NC(=O)C2(COC(c3ccncc3)OC2)S1 (stereo not drawn) | 8 | -5 | -11 | -3 | 2.8 | -2.2 | -1.5 | -7 | -2 | 94 | 0.7
N#CCC(=O)Nn1c(=S)[nH]c2ccccc2c1=O | 3 | 5 | -19 | -3 | 2.5 | 2.8 | -0.7 | -7 | 9 | 101 | 7.1
CCOc1cc(/C=C2/C(=N)N3C(=NC2=O)SN=C3S(=O)(=O)CC)ccc1OC(=O)c1ccco1 | 17 | -10 | -9 | 0 | -0.3 | 1.9 | -3.5 | -6 | -10 | 112 | 6.4
Cc1cccc(Cn2c(-c3ccc[nH]c3=O)nc3ccccc32)c1 | 14 | -18 | 2 | -3 | 0.6 | 1.8 | -3.1 | 31 | -2 | 97 | 0.6
CC(NC(=O)C1CC1)c1ccc(-c2ccccc2)cc1 (stereo not drawn) | 14 | 1 | 15 | -4 | 0.5 | 0.3 | -2.8 | 1 | -16 | 116 | -1.4
Cc1cccc(C(=O)Nc2nccs2)c1[N+](=O)[O-] | 16 | -8 | 10 | -4 | 1.1 | 0.7 | -3.1 | -16 | 13 | 98 | 4.6
Cc1ccc2c(Cl)c(C)c(N3CCCC3)nc2n1 | 3 | -3 | 21 | -9 | 2.1 | 2.1 | -0.6 | -5 | -24 | 109 | -0.3
CCCn1nc(C(=O)OCC(=O)c2ccc3c(c2)NC(=O)CO3)c2ccccc2c1=O | 15 | -5 | -17 | -5 | 4.4 | -0.1 | -2.6 | -6 | x | 96 | -1.1
NCC(c1ccc(Cl)cc1Cl)c1c[nH]c2ccccc12 (stereo not drawn) | -30 | -7 | -11 | -3 | 4.3 | 5.0 | 5.9 | 13 | 1 | 93 | 1.0
Cc1nnc(SCC(=O)Nc2nccs2)s1 | 7 | -10 | -3 | 5 | 4.2 | -1.7 | -1.3 | -6 | 6 | 97 | 2.1
COC(=O)CNc1cccc(C(F)(F)F)c1 | 11 | -6 | 6 | 2 | 1.7 | -0.2 | -2.2 | 15 | -23 | 103 | -1.4
CCN=C1SC(C(N)=O)CC(=O)N1CC (stereo not drawn) | -3 | -6 | 248 | 2 | 2.5 | -2.0 | 0.5 | 6 | -26 | 97 | -1.9
Cc1cc(C)cc(-n2nnnc2SCC(=O)Nc2nc(-c3ccc(F)cc3)cs2)c1 | -22 | 3 | -4 | -1 | 1.1 | -1.6 | 3.9 | 3 | 2 | 94 | 0.4
COc1ccc(CCN(C)C2CCCN(S(=O)(=O)c3ccccc3F)C2)cc1OC (stereo not drawn) | 13 | 6 | i | 1 | 1.2 | x | -2.6 | -21 | 29 | 111 | x
CC(C)(C)OC(=O)N1CCC(C(=O)N2CCCCCC2)CC1 | 13 | -12 | 2 | 0 | 2.5 | 3.9 | -2.4 | -3 | -5 | 101 | 2.8
Cn1ncc(Br)c1NC(=O)Nc1ccc(OC(F)(F)F)cc1 | 5 | -2 | 5 | 3 | 1.9 | 2.0 | -0.9 | 25 | 17 | 107 | 7.2

At a glance, 3 of the compounds above:
SMILES | OPRM1-OPRD1 inv | PKA-R1A activ | SUMO Mot1 rescue | Tat export inh | phage Ecoli inh | Ecoli viability | MOR-DOR ag | Arr AP2 block | PfHsp90 yeast 2 | Pemphigus Ab inh | AddAB inh
CCCn1nc(C(=O)OCC(=O)c2ccc3c(c2)NC(=O)CO3)c2ccccc2c1=O | 15 | -5 | -17 | -5 | 4.4 | -0.1 | -2.6 | -6 | x | 96 | -1.1
NCC(c1ccc(Cl)cc1Cl)c1c[nH]c2ccccc12 (stereo not drawn) | -30 | -7 | -11 | -3 | 4.3 | 5.0 | 5.9 | 13 | 1 | 93 | 1.0
Cc1nnc(SCC(=O)Nc2nccs2)s1 | 7 | -10 | -3 | 5 | 4.2 | -1.7 | -1.3 | -6 | 6 | 97 | 2.1

(more compounds)
SMILES | OPRM1-OPRD1 inv | PKA-R1A activ | SUMO Mot1 rescue | Tat export inh | phage Ecoli inh | Ecoli viability | MOR-DOR ag | Arr AP2 block | PfHsp90 yeast 2 | Pemphigus Ab inh | AddAB inh
Cc1cccc(N2CCN(C(=O)NC3CCCCC3)CC2C)c1 (stereo not drawn) | 11 | 1 | 152 | -3 | 1.2 | x | -2.3 | -19 | -6 | 102 | x
O=C(Nc1ccc(N2CCCCC2)c(C(=O)O)c1)c1ccco1 | -12 | 9 | 292 | -11 | 2.4 | -6.3 | 2.0 | 1 | -16 | x | 1.7
CN(C)S(=O)(=O)c1cccc(NC(=O)COc2ccccc2C(=O)NCc2ccccc2)c1 | 0 | -10 | x | 6 | 3.9 | x | 0.0 | -2 | x | 117 | x
CCc1n[nH]c(=S)n1/N=C/c1ccc(NC(C)=O)cc1 | -13 | 6 | -3 | -5 | 0.4 | -0.2 | 2.5 | -16 | -5 | 107 | -0.9
Nc1scc(-c2ccncc2)c1Cl | 3 | -9 | 13 | -5 | 4.4 | -0.5 | -0.6 | 12 | -14 | 115 | 4.7
COc1ccc(-n2cnc3cc(NS(=O)(=O)c4ccccc4)ccc32)cc1 | 17 | -5 | -16 | 8 | 3.7 | 0.9 | -2.9 | -38 | 25 | 101 | 2.5
COc1ccc(C2CC(c3cccc(C)c3)n3ncnc3N2)cc1 (stereo not drawn) | 18 | 5 | 21 | -9 | -0.3 | -3.3 | -3.6 | 3 | -3 | 109 | 5.0
CC1CCN(S(=O)(=O)N2CCC(C(=O)NC3CCCC3)CC2)CC1 | 8 | -12 | 6 | -5 | 3.7 | 0.4 | -1.6 | -6 | 16 | 98 | 2.6
Cc1ccccc1CN(C)CCc1ccccn1 | -7 | -9 | x | 2 | -0.5 | 1.1 | 1.3 | 46 | -5 | 97 | 2.2
Cc1ccc(S(=O)(=O)NC(=O)Nc2ccc(OC(F)F)cc2)cc1 | x | x | -11 | -5 | 3.0 | 0.7 | x | -14 | 19 | 101 | 0.0
O=C(c1cc(=O)[nH]c2ccccc12)N1CCN(Cc2ccc3c(c2)OCO3)CC1 | 2 | -7 | x | -2 | 3.8 | x | -0.5 | -6 | 23 | 102 | x
Cc1cccc(NC(=O)c2ccc(S(=O)(=O)N3CC(C)OC(C)C3)cc2)n1 (stereo not drawn) | 4 | -3 | 9 | 4 | 2.8 | 2.8 | -0.6 | 5 | -11 | 97 | -0.5
Brc1c(CSc2nc3ccccc3o2)nc2ncccn12 | 15 | -18 | x | 2 | 4.0 | 1.0 | -2.6 | 1 | 4 | 96 | 1.9
CCCCOc1ccc(C(=O)N2CCCC2)cc1 | 14 | 2 | 2 | -4 | 2.4 | 1.8 | -2.7 | 30 | -9 | 99 | 1.1
O=C(NC(=S)NC1CCCC1)c1ccccc1Br | -29 | -5 | 6 | -4 | 1.2 | 0.8 | 6.5 | 50 | 3 | 99 | 1.2
C=CCn1c(COc2ccc(F)cc2)nnc1SCC(=O)NC1CCCC1 | 12 | 5 | -15 | -1 | 1.5 | 0.8 | -1.8 | -18 | 7 | 100 | -1.2
CCCN(CCC)c1nc(Cl)nc(NCCN2CCOCC2)n1 | -7 | -2 | x | 6 | 0.7 | 0.8 | 1.4 | 9 | 3 | 108 | -0.3
CN(C)C(=O)c1c2c(nc3ccccc13)-c1ccccc1CC2 | 9 | -10 | 49 | 5 | 2.9 | -2.5 | -1.6 | 0 | x | 86 | -2.5
O=[N+]([O-])c1ccc(/C=N/n2c(-c3cccnc3)n[nH]c2=S)cc1 | -13 | 5 | 3 | 7 | 1.8 | 0.5 | 2.5 | -38 | -7 | 102 | 5.3
O=C(CN1CCOCC1)Nc1ccccc1Cl | 9 | -2 | -4 | -17 | 2.0 | 0.2 | -1.6 | -5 | 5 | 100 | -0.3
CCOc1ccc(S(=O)(=O)N2CCN(S(=O)(=O)c3ccc(C)c(C)c3)CC2)cc1 | 11 | -6 | x | -7 | -0.1 | x | -2.4 | 2 | -14 | 94 | x
O=C(COC(=O)c1ccccc1Nc1ccccc1F)c1ccccc1 | 3 | -14 | 10 | 13 | 2.4 | -0.3 | -0.6 | 0 | -11 | 105 | 2.2
CCOc1ccc(NC(=O)COc2ccc(C(=O)NC3CCCc4ccccc43)cc2OC)cc1 (stereo not drawn) | -9 | 6 | 1 | -12 | 3.4 | -0.3 | 1.7 | 13 | -16 | x | 0.9
Cc1noc(C)c1C(=O)Nc1nc2ccc(Cl)cc2s1 | 16 | -1 | 10 | 1 | -1.7 | -4.6 | -3.1 | 0 | 29 | 99 | -4.4
CCCCOC(=O)c1ccc(NC(=O)/C=C/c2cccs2)cc1 | -8 | -14 | 2 | 12 | 4.2 | 1.2 | 1.5 | 9 | 23 | 106 | 4.5
COc1ccc(C(=O)C2CCCN(Cc3cnc(N4CCCC4)s3)C2)cc1OC (stereo not drawn) | 5 | 4 | 8 | 5 | 7.0 | 0.1 | -0.8 | 3 | -3 | 105 | -1.0
Cc1cc(C)n2nc(SCC(=O)NC3CCCC(C)C3C)nc2n1 (stereo not drawn) | 2 | -8 | 517* | -8 | -0.6 | 4.7 | -0.5 | 13 | 2 | 106 | 3.5
CC(=O)C1=C(O)C(=O)N(c2ccc(S(N)(=O)=O)cc2)C1c1ccccc1F (stereo not drawn) | 0 | 2 | 6 | 6 | 0.2 | -1.1 | 0.1 | -6 | 30 | 125 | 1.7
Cc1cc(N2CCN(C)CC2)nc2ccc(NC(=O)CCC(=O)N3CCN(c4ccc([N+](=O)[O-])cc4)CC3)cc12 | 8 | -2 | 2 | -2 | 2.0 | -2.8 | -1.4 | -16 | -15 | 97 | 1.6
CC1(C)Cc2cccc(OCC(=O)N3CCN(c4ccc(F)cc4)CC3)c2O1 | 1 | -5 | x | -2 | 2.6 | 1.3 | -0.2 | -4 | 4 | 101 | 2.8
Cc1cc(C(=O)NN=C(CCC(=O)O)c2cccs2)c(C)o1 | 3 | 4 | 17 | -5 | 3.1 | 1.0 | -0.8 | 6 | 4 | 105 | 0.8
Cc1oc(-c2ccccc2)nc1CS(=O)CC(=O)NC1CCCCCC1 (stereo not drawn) | 1 | -1 | 5 | 3 | 2.1 | -0.1 | -0.2 | 31 | 2 | 96 | -0.7
